CaV13 FRET inh – Primary screen for inhibitors of IQ motif and Ca2+-dependent inactivation inhibitor domain binding in CACNA1D, Förster resonance energy transfer in living cells, … | HEK cells, CFP/YFP FRET ICDI-IQ, plate reader, 10 min; percent FRET-ratio fall versus neutral wells | AID 743397 | inhibition, % at 12.3 µM | 0.098% of 340,000 active;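 active = mean replicate inhibition of at least 30% and at least 1% of replicates passing that level; inconclusive = only one of the two criteria is met; inactive = neither criterion is met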;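 note: 0% = median of the neutral control wells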
MC4R antagonist – MC4R antagonists of cAMP signaling, primary screen, cell-based, TR-FRET, antagonist arm of biased-ligand search | Melanocortin receptor 4 (Homo sapiens), P32245 | MC4R-expressing cells, MTII-stimulated cAMP, LANCE TR-FRET | inhibition, % at 6.5 µM | 0.48% of 360,000 active;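 active = inhibition above its plate's cutoff, the mean of tested wells on that plate plus 3 SD, cut at about 29% in these data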;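 note: 0% = Melanotan II alone and 100% = Melanotan II plus saturating MCL0020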
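Assay system: U2OS cells stably expressing human melanocortin 4 receptor (MC4R) / Dosing: 6.5 µM / Timing: compound 30 min, challenge 1 h, detection 1 h / Measured by: Eu-cAMP/anti-cAMP TR-FRET, emission 671 nm / Replicates: singlicate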
Glyco luc inh – increase of ERlucT glycosylation luciferase signal, primary screen, N-linked glycosylation inhibitor project, D54 ERlucT cells, luminescence, set 2; AID 588692, 2011; reporter increase, % at 12.5 µM; D54 ERlucT glycosylation luciferase reporter, 24 h; percent of 100 nM tunicamycin response; 0.23% of 360,000 active;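 active = mean luciferase reporter signal, scaled so untreated is 0 and the glycosylation-blocking control 100, at or above a set limit in every replicate; inconclusive = mean reaches the limit but not every replicate does; inactive = mean below the limit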;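 note: luciferase carries N-glycosylation sites so blocking glycosylation raises the light; 0% = median of neutral control wells and 100% = median of 100 nM tunicamycin wells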
Cardio protect – cardioprotection against H2O2-induced cell death, primary screen, uHTS, H9c2 cells, ATPLite luminescence | protection from H2O2 cell death, % at 20 µM | 0.63% of 360,000 active | AID 588492, 2011 | H9c2 cardiomyocytes, H2O2 injury protection, 2 h;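 active = compounds giving at least 50% protection of heart cells from peroxide-induced death in the single-dose screen, raw or plate-pattern-corrected value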;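 note: 0% = DMSO wells with peroxide and 100% = DMSO wells without peroxide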
MC4R ag barr – MC4R agonists recruiting beta-arrestin, primary screen, cell-based, luminescence, agonist arm of biased-ligand search; Melanocortin receptor 4 (Homo sapiens), P32245; activation, % at 8.9 µM; AID 540308, 2011; 0.98% of 360,000 active; U2OS MC4R beta-arrestin complementation; percent of melanotan II response, DMSO zero;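 active = activation above a per-plate cutoff, the mean activation of sample wells on that plate plus 3 SD, cut at about 8% in these data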
ABCB6 inh 2 – ABCB6 transporter inhibitors, primary screen, K562-ABCB6 cells, flow cytometry, MLPCN library | K562-ABCB6 porphyrin accumulation, 1 h; active compounds read low | fluorescence ratio to DMSO, % at 10 µM | 0.19% of 360,000 active | AID 602162, 2011;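 active = fluorescence ratio to DMSO below 75%, the collection mean minus 3 SD; inconclusive = too few cells collected in the well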;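 note: signal is porphyrin accumulated inside mitochondria; 100% equals median channel fluorescence of DMSO control wells; lower ratio means ABCB6 inhibition with less porphyrin fluorescence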
Target sequence (Q9NP58 whole entry, looked up): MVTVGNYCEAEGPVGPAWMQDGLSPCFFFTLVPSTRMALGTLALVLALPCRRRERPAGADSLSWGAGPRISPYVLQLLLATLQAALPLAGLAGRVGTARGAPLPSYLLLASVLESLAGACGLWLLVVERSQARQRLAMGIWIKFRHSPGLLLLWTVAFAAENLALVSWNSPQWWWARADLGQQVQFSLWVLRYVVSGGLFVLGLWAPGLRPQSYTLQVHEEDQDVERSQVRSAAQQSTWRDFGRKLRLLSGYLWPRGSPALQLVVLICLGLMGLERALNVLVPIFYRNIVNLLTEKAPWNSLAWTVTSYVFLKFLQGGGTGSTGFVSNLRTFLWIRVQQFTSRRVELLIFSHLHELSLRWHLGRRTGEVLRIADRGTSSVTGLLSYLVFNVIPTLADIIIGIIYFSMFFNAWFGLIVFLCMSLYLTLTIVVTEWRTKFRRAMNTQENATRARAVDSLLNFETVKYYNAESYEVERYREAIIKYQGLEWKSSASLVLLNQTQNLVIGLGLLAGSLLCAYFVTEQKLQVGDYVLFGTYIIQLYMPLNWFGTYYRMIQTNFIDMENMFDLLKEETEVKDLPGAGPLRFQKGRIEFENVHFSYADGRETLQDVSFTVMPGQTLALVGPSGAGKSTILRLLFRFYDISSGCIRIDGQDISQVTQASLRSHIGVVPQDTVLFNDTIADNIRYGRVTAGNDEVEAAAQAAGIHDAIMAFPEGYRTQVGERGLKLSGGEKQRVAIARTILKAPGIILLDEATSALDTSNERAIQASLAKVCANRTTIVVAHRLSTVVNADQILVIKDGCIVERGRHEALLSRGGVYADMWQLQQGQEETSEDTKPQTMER
PDI turbidity – inhibitors of human PDI, primary screen, biochemical, turbidity, single point, plate reader. Protein disulfide-isomerase (Homo sapiens), P07237. PDI insulin aggregation turbidity, A650, 90 min. inhibition, % at 10 µM. 0.052% of 350,000 active. AID 588391, 2011;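 active = mean inhibition across replicates of 30% or more, whatever share of single replicates reach that level; inconclusive = mean inhibition below 30% while every single replicate reaches 30%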;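 note: absorbance from insulin aggregation driven by PDI reduction with DTT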
aDG glyco up – activators of alpha-DG glycosylation, primary screen, uHTS, Pro5-aDG cells, AlphaScreen; alpha-DG glycosylation AlphaScreen (IIH6); 0% Pro5, 100% B10-LARGE cell signal; activation, % at 10 µM; 0.22% of 360,000 active; AID 624168, 2012;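 active = activation of at least 8% versus controls, or a plate z-score of at least 8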;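 note: Pro5 are CHO cells carrying HIG-tagged alpha-DG that lacks glycosylation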
Vif inh – HIV Vif self-association inhibitors, primary screen, imaging, HEK293T, single point; HEK293T cells, Vif self-association by quenched fluorescence, 24 h; inhibition, % at 7.49 µM; 0.35% of 340,000 active; in the data active = inhibition above about 50%, passing the limit was not always enough; inconclusive = no clear call, values can overlap the other calls; inactive = below about 31%; note: some results filed as inactive read as strong as hits
HTR2A ag – mouse Htr2a agonists via beta-arrestin recruitment, primary screen, cell-based, luminescence | activation, % at 7.6 µM | 5-hydroxytryptamine receptor 2A (Mus musculus), P35363 | CHO-K1 mHTR2A beta-arrestin complementation; percent of 30 µM serotonin response | 0.66% of 360,000 active;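 active = activation above a run cutoff, the mean activation of all tested compounds plus 3 SD, cut at about 14% in these data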;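 note: 0% = plate median of compound wells and 100% = 30 µM serotonin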
The depositor's hits bear a star; u = inconclusive; x = not tested or not shown.

SMILES	CaV13 FRET inh	MC4R antagonist	Glyco luc inh	Cardio protect	MC4R ag barr	ABCB6 inh 2	PDI turbidity	aDG glyco up	Vif inh	HTR2A ag
CC(=O)Nc1nc(C)c(Oc2cccc(C(F)(F)F)c2)c(=O)[nH]1	-20	3	3	0	-0.4	102	6	-0.2	-5	0
CC(NC(=O)Cn1nc(-c2ccccc2)ccc1=O)c1ccccc1 (stereo not drawn)	-4	14	0	10	-0.1	98	-2	0.0	-4	4
Cc1ccc(S(=O)(=O)NCC(=O)NCC(=O)N2CCN(c3ncccn3)CC2)cc1C	-6	12	2	-3	3.4	96	-2	0.0	-1	-2
CC(C)CCn1c(N2CCN(c3cccc(Cl)c3)CC2)nc2c1c(=O)[nH]c(=O)n2C	-4	11	-1	8	1.5	85	-13	1.1	0	4
CC(C)CN(C(=O)COC(=O)C(C)N1C(=O)c2ccccc2C1=O)c1c(N)n(Cc2ccccc2)c(=O)[nH]c1=O (stereo not drawn)	-5	-2	2	-1	-1.8	94	1	0.3	-3	2
COc1cc(C(C)=O)ccc1Oc1ncnc2c1cnn2-c1ccccc1	-3	-6	4	-5	-1.4	99	-3	0.5	3	3
CC(NC(N)=O)C12CC3CC(CC(C3)C1)C2 (stereo not drawn)	-4	10	-3	2	0.8	99	-2	-0.1	-9	4
CC(=O)c1cccc(NC(=O)c2ccc(C(=O)Nc3cccc(C(C)=O)c3)nc2)c1	-2	16	-1	7	1.8	101	-5	0.0	5	2
Nc1cc(-c2ccc(Br)cc2)nn1Cc1ccccc1	4	4	1	-17	-3.2	95	-1	0.9	-18	-8
CCCOc1ccccc1NS(=O)(=O)c1ccc2[nH]c(=O)[nH]c2c1	-4	14	4	-3	1.0	105	2	0.0	11	3
CCN(CC)S(=O)(=O)c1cccc(C(=O)/C=C2/N(C)c3ccccc3C2(C)C)c1	-48	16	-4	-4	0.3	101	25	0.7	-16	0
COC(=O)/C=c1/sc2n(c1=O)CCN=2	x	10	1	4	-1.7	89	11	0.2	x	-1

The last 2 entries of the section above are carried over, then new ones follow.
SMILES	CaV13 FRET inh	MC4R antagonist	Glyco luc inh	Cardio protect	MC4R ag barr	ABCB6 inh 2	PDI turbidity	aDG glyco up	Vif inh	HTR2A ag
CCN(CC)S(=O)(=O)c1cccc(C(=O)/C=C2/N(C)c3ccccc3C2(C)C)c1	-48	16	-4	-4	0.3	101	25	0.7	-16	0
COC(=O)/C=c1/sc2n(c1=O)CCN=2	x	10	1	4	-1.7	89	11	0.2	x	-1
O=c1[nH]c2ccccc2nc1Cc1ccc(Cl)cc1	-4	10	-1	-8	-0.9	101	-9	0.0	-9	-1
COc1cc(NC(=S)Nc2ccc(Br)cc2Cl)c(OC)cc1Cl	-17	8	0	-10	1.9	100	-8	0.0	-1	1
Cc1nn(-c2ccccc2)c(NC(=O)c2cccs2)c(-c2ccccc2Cl)c1=O	-17	4	-2	-2	-1.3	103	-10	0.0	-1	0
CCOc1ccc(C(=O)N2CCC3(CC2)NCCc2[nH]cnc23)cc1	-7	-4	0	-2	-0.4	99	-2	0.0	5	8
O=C(c1cc(F)ccc1F)C1CCCN(C(=O)CCc2cnccn2)C1 (stereo not drawn)	-5	3	-1	2	0.3	95	0	-0.6	-5	-1
CCOC(=O)[C@@H]1[C@H]2COc3cc(OC)ccc3[C@H]2N2C(=O)N(c3cccc(F)c3)C(=O)[C@@]12C	-6	6	1	9	-3.5	73*	0	0.0	1	2
COc1ccc(S(=O)(=O)Nc2cccc(S(=O)(=O)N(C)C)c2)cc1[N+](=O)[O-]	-14	2	1	-1	1.7	99	-1	-0.2	-1	-1
O=C(c1ccccc1Cl)N(Cc1ccc(Cl)c(Cl)c1)N1C(=O)CCCC1=O	-16	2	3	-6	-1.6	101	13	-0.1	2	-9
CCCCN1C(=N)N([C@@H](CN2CCC[C@H]2CN2C(N)=NC[C@@H]2Cc2ccccc2)C(C)C)C[C@H]1Cc1ccccc1	-5	3	1	2	1.4	95	7	-0.1	0	-5
COc1ccnc(N=CNOCc2cccc(Cl)c2Cl)c1C#N	x	1	3	16	-0.7	101	1	0.1	-4	0
O=C(Nc1ccccc1Cl)C1C2CCC3C(CCC21)C3(Cl)Cl (stereo not drawn)	-3	-2	0	1	0.5	160	3	0.1	9	-3
O=C(CN1CCOCC1)Nc1c(Cl)cc(Cl)cc1Cl	6	0	-2	-5	-2.0	103	6	-0.1	13	2
Cc1ccccc1OCCNc1ccc(C(F)(F)F)cc1[N+](=O)[O-]	-2	15	-2	-21	0.5	97	-2	-0.1	x	0
Cc1ccccc1C(=O)NNC(=O)CSc1nnc(C)n1-c1ccccc1	5	8	2	-1	-0.1	95	-2	0.0	-3	-2
CC(=O)c1sc2nsc(SCCN3CCCC3)c2c1N	-7	6	-2	3	-1.9	104	-4	-0.1	u	8
Cc1ccc(C)c(NC(=S)NC(NC(=O)N(C)C)C(Cl)(Cl)Cl)c1 (stereo not drawn)	x	21	0	-1	0.1	100	-6	0.1	-13	0
CCc1c(C)c2cc(Cl)c(O)c(CN(C)C)c2oc1=O	-5	-3	0	3	0.0	97	22	-0.1	x	-3
CC(=O)C1=C(c2ccccc2)OC(N)=C(C#N)C1c1ccccc1C (stereo not drawn)	-3	3	3	5	0.8	93	-7	0.2	-1	0
CN(C)c1ccc(N=Nc2ccc(C(=O)O)cc2)cc1	-4	-3	-19	-15	-3.0	97	7	-0.1	11	-4
Nc1nc(N)nc(-c2cc(Cl)ccc2Cl)n1	-5	14	0	0	-0.6	101	-2	0.0	-2	-1
COc1ccc(CCN(C)C2CCCN(S(=O)(=O)N(C)C)C2)cc1OC (stereo not drawn)	-2	7	0	15	-1.4	100	-3	-0.1	22	3
Cc1cc(C)n(-c2nc(NCCCN(C)C)c3c4c(sc3n2)CCCC4)n1	-5	-3	1	-9	2.7	98	-2	2.7*	-5	0
CN1CCCN(Cc2nc(-c3cccc(C(F)(F)F)c3)no2)CC1	-5	17	-1	1	-1.1	100	0	0.7	8	-5
Cc1cc(Cl)cc(Cl)c1OCC(=O)NCc1ccco1	-5	4	0	11	-1.0	99	4	0.1	6	1
O=C(COc1ccc(F)cc1Cl)Nc1ccc(N2CCOCC2)cc1N1CCOCC1	-7	-2	-2	-6	0.0	92	-3	0.0	9	-3
COC[C@@H]1NS(=O)(=O)c2ccc(Br)cc2O[C@H]1c1ccccc1	-8	4	0	-9	-0.3	98	0	0.0	1	-1
CC(C)N1CC(COc2ccc(Br)cc2)OC1=O (stereo not drawn)	-18	-2	-1	-4	-1.5	102	7	0.1	1	9
CC1(C(=O)NCC2CCOCC2)Cc2c(-c3cccc(C(F)(F)F)c3)ccnc2O1 (stereo not drawn)	5	-16	24	7	-2.5	106	2	-0.2	-12	-3
Cc1ccc(C)c(NS(=O)(=O)c2cc(C(=O)NCc3ccco3)ccc2C)c1	-3	2	-4	-1	0.6	102	3	3.0	-10	-3
Cc1ccc(NC(=S)NNC(=O)C2CC2c2ccc(C)cc2)cc1 (stereo not drawn)	-4	2	1	-6	0.0	90	-19	0.0	-6	-3
CCNc1c([N+](=O)[O-])c(=O)oc2ccccc12	4	-1	1	1	-1.7	99	3	-0.3	-4	-1
N/C(=N\OC(=O)Cc1ccccc1)c1cccnc1	-4	-5	-2	3	-0.3	105	-1	-0.1	0	-2
Cc1ccc(N(CC(=O)Nc2ccc(C)cn2)S(=O)(=O)c2c(C)nn(C)c2C)cc1	-3	0	-1	3	-1.0	97	-1	0.1	-3	0
CCn1cc(C2=NOC(C(=O)Nc3ccc4c(c3)OCO4)C2)c(C)n1 (stereo not drawn)	-8	6	-3	-8	-1.0	96	3	0.4	-6	0
CCN(CC)C(=O)CSc1nc2ccccc2c(=O)n1CC	-2	-3	0	14	-0.3	80	-18	0.6	-5	2
Nc1nc(SCC(=O)Nc2ccc([N+](=O)[O-])cc2)[nH]c(=O)c1NC(=O)c1ccc(Br)cc1	-4	-4	2	4	-1.5	100	-7	0.1	1	-1

Reformatted with two lines to a compound: entries from further up
The line under a structure holds: CaV13 FRET inh	MC4R antagonist	Glyco luc inh	Cardio protect	MC4R ag barr	ABCB6 inh 2	PDI turbidity	aDG glyco up	Vif inh	HTR2A ag
CCc1c(C)c2cc(Cl)c(O)c(CN(C)C)c2oc1=O
 : -5	-3	0	3	0.0	97	22	-0.1	x	-3
CC(=O)C1=C(c2ccccc2)OC(N)=C(C#N)C1c1ccccc1C (stereo not drawn)
 : -3	3	3	5	0.8	93	-7	0.2	-1	0

New compounds follow
SMILES	CaV13 FRET inh	MC4R antagonist	Glyco luc inh	Cardio protect	MC4R ag barr	ABCB6 inh 2	PDI turbidity	aDG glyco up	Vif inh	HTR2A ag
Cc1cc(C)n(C(C)CNS(=O)(=O)c2ccc(C)c(C)c2)n1 (stereo not drawn)	-3	0	1	-2	-0.3	85	3	0.1	-2	0
CCCCCCCCCC[n+]1cccc2c3ccccc3ccc21	-19	-17	19	-33	49*	97	6	1.2	-2	-5
NC(=O)c1cccc(-c2ccnc3c2CC(C(=O)NCc2ccccc2)O3)c1 (stereo not drawn)	-9	-10	u	13	0.2	111	8	-0.3	36	3
O=S(=O)(c1cccc(Cl)c1)N1CCCC1	-8	0	-1	4	-2.3	112	8	-0.2	-4	4
Cc1ccc(C(=O)N(CC(=O)NC2CCCC2)c2ccccc2Cl)s1	-3	-1	-2	4	-0.7	94	0	0.1	1	-1
Cc1ccc(C=Nc2ccccc2C(N)=O)o1	-3	7	0	5	0.2	100	2	-0.1	4	1

Rewritten with values under each structure: three of the compounds above
Every second line gives: CaV13 FRET inh, MC4R antagonist, Glyco luc inh, Cardio protect, MC4R ag barr, ABCB6 inh 2, PDI turbidity, aDG glyco up, Vif inh, HTR2A ag
> CCCCN1C(=N)N([C@@H](CN2CCC[C@H]2CN2C(N)=NC[C@@H]2Cc2ccccc2)C(C)C)C[C@H]1Cc1ccccc1
 : -5, 3, 1, 2, 1.4, 95, 7, -0.1, 0, -5
> COc1ccnc(N=CNOCc2cccc(Cl)c2Cl)c1C#N
 : x, 1, 3, 16, -0.7, 101, 1, 0.1, -4, 0
> O=C(Nc1ccccc1Cl)C1C2CCC3C(CCC21)C3(Cl)Cl (stereo not drawn)
 : -3, -2, 0, 1, 0.5, 160, 3, 0.1, 9, -3

Assay outcomes (PubChem BioAssay)
